BCLXL inh: Bcl-xL (human) inhibition. Q07817. GST-Bcl-xL / FITC-Bim BH3 peptide fluorescence polarization. inhibition, % at 10.9 µM. hit rate 0.7% among 320,000;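 active = inhibition above the mean of all tested compounds plus 3 SD, cutoff set per campaign, cut at about 30% in these data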;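 also: 0% = DMSO wells and 100% = unlabeled Bim-BH3 peptide competitor; inhibitors lower millipolarization by displacing the labeled peptide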
Target sequence (Q07817 whole entry, looked up): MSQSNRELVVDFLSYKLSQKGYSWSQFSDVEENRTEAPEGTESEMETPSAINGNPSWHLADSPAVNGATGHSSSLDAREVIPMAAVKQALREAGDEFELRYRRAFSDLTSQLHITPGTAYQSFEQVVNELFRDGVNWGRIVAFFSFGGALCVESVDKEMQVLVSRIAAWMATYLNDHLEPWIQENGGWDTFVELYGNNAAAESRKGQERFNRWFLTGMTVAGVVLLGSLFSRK
GLD-1 TGE inh: GLD-1-TGE RNA interaction inhibition (C. elegans) | Q17339 | purified GLD-1 + fluorescein TGE RNA, fluorescence polarization | inhibition, % at 5.96 µM | hit rate 0.44% among 320,000;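 active = percent inhibition above a per-plate cutoff, the plate mean of test compounds plus 3 SD, cut at about 30% in these data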;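 also: 0% = DMSO wells with GLD-1 and probe and 100% = wells lacking GLD-1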
MCL1-BIM inh: MCL1-BIM-BH3 interaction inhibition (human). inhibition, % at 10.9 µM. Q07820. GST-MCL1 / FITC-Bim-BH3 fluorescence polarization. hit rate 0.68% among 320,000;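 active = inhibition above the mean inhibition of all tested compounds plus 3 SD, set per campaign, cut at about 40% in these data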;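 also: 0% = DMSO wells and 100% = unlabeled Bim-BH3 peptide control; higher means more loss of mP so more displacement of Bim peptide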
Target sequence (Q07820 whole entry, looked up): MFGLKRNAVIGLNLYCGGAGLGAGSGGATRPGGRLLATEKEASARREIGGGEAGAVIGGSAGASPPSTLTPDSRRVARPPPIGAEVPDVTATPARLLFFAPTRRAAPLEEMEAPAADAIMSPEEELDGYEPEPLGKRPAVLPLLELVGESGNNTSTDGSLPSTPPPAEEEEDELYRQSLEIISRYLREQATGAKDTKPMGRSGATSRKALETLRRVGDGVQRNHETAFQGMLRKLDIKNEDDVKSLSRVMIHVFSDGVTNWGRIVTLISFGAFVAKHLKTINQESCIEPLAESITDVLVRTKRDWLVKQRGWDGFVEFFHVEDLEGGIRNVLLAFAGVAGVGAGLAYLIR
Fam108B inh: Fam108B inhibition, counter-screen for RBBP9 inhibitors. recombinant Fam108B, FP-Rh probe fluorescence polarization. AID 1947. inhibition, % at 9.51 µM. hit rate 0.33% among 300,000;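 active = inhibition above the screen mean inhibition plus 3 SD, computed separately per campaign, cut at about 18% in these data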;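 also: inhibitors lower polarization as less probe binds the enzyme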
PME-1 inh: PME-1 (human) inhibition | Q9Y570 | recombinant PME-1, FP-Rh probe fluorescence polarization | inhibition, % at 5.9 µM | hit rate 0.53% among 320,000;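 active = inhibition above the campaign mean of all compounds plus 3 SD, cut at about 26% in these data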;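 also: competitive labeling of PME-1 active site by serine hydrolase directed probe; 0% = PME-1 with DMSO and 100% = wells lacking PME-1 enzyme; inhibitors block probe labeling so polarization falls and inhibition rises; many of its hits are not listed in these tables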
GRK2 inh: inhibitors of human GRK2 displacing RNA aptamer; P25098; bead flow cytometry, FAM-aptamer displacement from GRK2; inhibition of aptamer binding, % at 10 µM; hit rate 0.59% among 330,000; AID 488847;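 active = inhibition of aptamer binding above 40%, roughly 3 SD of noise, on plates passing a quality check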;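 also: median bead fluorescence of bound FAM aptamer so fluorescent compounds give negative values; no value below 0 was filed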
MEX-5 binding: C. elegans MEX-5 TCR-2 RNA binding activity. activity score (negative = inhibition of binding), % at 10 µM. Q9XUB2. hit rate 0.38% among 300,000. AID 1832. MEX-5/FITC-TCR2 RNA binding, fluorescence polarization; hits give low values;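 active = inhibition past about -25% in most replicates, and total fluorescence under double the plate's negative control median, limit read from the data; inconclusive = replicates evenly split on the limit, or fluorescence at least double controls; inactive = too little inhibition in most replicates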;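 also: 0% = DMSO and -100% = 5 µM competing unlabeled TCR2 RNA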
Target sequence (Q9XUB2 whole entry, looked up): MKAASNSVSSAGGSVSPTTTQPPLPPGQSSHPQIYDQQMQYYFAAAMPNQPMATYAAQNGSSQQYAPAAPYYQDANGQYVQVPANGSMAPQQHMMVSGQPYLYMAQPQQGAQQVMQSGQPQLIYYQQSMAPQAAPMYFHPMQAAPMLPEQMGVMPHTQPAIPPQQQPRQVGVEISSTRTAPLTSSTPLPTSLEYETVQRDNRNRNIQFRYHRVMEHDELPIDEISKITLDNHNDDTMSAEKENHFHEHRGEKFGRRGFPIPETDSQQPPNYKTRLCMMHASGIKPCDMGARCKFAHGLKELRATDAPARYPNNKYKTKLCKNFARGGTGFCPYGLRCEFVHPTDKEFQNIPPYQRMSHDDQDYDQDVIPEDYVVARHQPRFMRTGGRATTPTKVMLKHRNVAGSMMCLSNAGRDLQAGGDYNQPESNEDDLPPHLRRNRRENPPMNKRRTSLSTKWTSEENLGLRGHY
Efflux pump mplx: blocks antifungal efflux pumps in multiplex yeast assay; inhibition, % at 10 µM; S. cerevisiae Candida pump triplex, Nile Red efflux; hit rate 0.44% among 330,000;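 active = plate passing quality check with inhibition over a set limit, or well fluorescence over plate mean plus 4 SD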;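 also: Nile Red retained in pooled yeast measured as flow cytometry median fluorescence; 0% = buffer negative control and 100% = Enniatin B positive control; higher means more Nile Red kept so more efflux inhibition; some compounds called inactive have numbers as strong as hits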
VLA-4 inh: inhibition in a human VLA-4 binding assay | P13612 | VLA-4 expressing cells, ligand binding flow cytometry | inhibition, % (about 7 µM as worked out from the volumes in the protocol) | hit rate 0.2% among 330,000 | AID 2557; in the data active = inhibition above about 50%
* hit, by the source's call; i = inactive; u = inconclusive; x = not tested or not shown. These rows are one share of the data. The share of hits here may be higher or lower than overall.

SMILES	BCLXL inh	GLD-1 TGE inh	MCL1-BIM inh	Fam108B inh	PME-1 inh	GRK2 inh	MEX-5 binding	Efflux pump mplx	VLA-4 inh
CCC1(c2ccccc2)NC(=O)N(CC(=O)NNC(=O)CCN2CCN(c3ccccc3)CC2)C1=O (stereo unspecified)	2	4	-1	0	-3	0	4.7	0.0	2
C=CCc1cccc2cc(C(=O)N3CCN(c4ccccn4)CC3)c(=O)oc12	3	-6	6	5	-9	6	0.6	0.0	-1
O=C(N/N=C/c1ccco1)c1csc2c1CCCC2	8	5	7	-2	0	0	0.4	0.0	-2
NC(=O)c1ccc(NC(=O)CCc2nc3ccccc3s2)cc1	11	-1	11	1	-7	1	-4.9	0.0	-61
COc1ccc(S(=O)(=O)n2cnc3ccccc32)cc1OC	8	1	3	-7	1	0	2.5	0.0	-3
COc1cccc(-c2c(-c3cc(OC)cc(OC)c3)n(C)c3ccc(-c4cnc(OC)nc4)cc23)c1	2	-6	-2	x	1	0	x	0.2	-11
Cc1nccn1CCc1n[nH]c(=S)n1Cc1ccccc1	-3	-7	-6	-1	0	0	3.8	-0.2	9
O=C(CN1C(=O)NC2(CCCCC2)C1=O)N1CCN(S(=O)(=O)c2cccc([N+](=O)[O-])c2)CC1	-3	4	-8	x	7	0	x	0.4	5
Cc1cccc(NC(=O)NNC(=O)c2ccc(C)c([N+](=O)[O-])c2)c1	1	-7	2	1	-2	1	0.5	-0.3	10
O=S(=O)(Nc1cc(F)ccc1F)c1cccc2nonc12	2	4	-4	-2	7	1	2.6	0.0	7
COc1ccc(NS(=O)(=O)c2cc(NC(=O)CCNC(C)=O)ccc2N2CCOCC2)cc1	-6	4	-14	-1	-4	1	-0.5	-0.1	-2
CC(C)(Cc1ccc(O)cc1)NC(=O)c1ccccc1	9	7	5	1	-1	6	-0.7	0.4	-2
CCn1c(SCC(=O)Nc2cc(C)on2)nnc1-c1ccc(OC)cc1	4	1	3	-1	-2	0	u	0.0	-7
CCc1nnc(NC(=O)c2ccc(S(=O)(=O)N3CCCCC3)cc2)s1	4	-5	1	-3	2	0	-2.2	0.2	-5
Clc1c2c(nc3ccccc13)CCC2	6	2	7	1	-13	1	-2.5	-0.2	-1
CC1CCCN(S(=O)(=O)CCNC(=O)c2ccccc2)C1 (stereo unspecified)	5	6	0	1	2	0	-0.6	0.0	-5
Cc1cc(C)n(-c2ncc3c(n2)N(C)CCOC3=O)n1	0	-3	-3	2	-1	1	3.6	0.0	3
Cc1nc2c(C(=O)N3CCCC3)cnn2c(C)c1Cc1c(F)cccc1Cl	-1	7	-4	0	0	0	0.4	0.1	-7
CCNC(=O)n1nccc1C(C)Oc1cccc(C(F)(F)F)c1 (stereo unspecified)	4	5	-4	7	1	0	0.7	0.0	-2
CNC(=S)/N=C(/Nc1ccccc1)c1ccccc1	12	0	5	2	-1	1	2.7	0.0	6
Cc1nnc(C)c2c(C)n(N)c(C)c12	10	7	9	2	0	0	-0.3	0.1	8
Cc1csc(NC(=O)C(NC(=O)c2ccccc2F)C(C)C)n1 (stereo unspecified)	1	-9	-6	6	6	0	1.8	0.2	6
CCOCCCNC(=O)c1cc2cc3cc(OC)ccc3nc2o1	5	-10	4	-3	1	0	-3.0	0.0	-7
Cc1ccsc1C(=O)OCC(=O)c1cc(C)n(CC2CCCO2)c1C (stereo unspecified)	3	1	3	-2	2	0	-1.1	-0.2	-13
COc1cc(CNn2nnnc2N)cc(Br)c1OCc1c(Cl)cccc1Cl	1	2	-5	0	0	6	0.8	0.0	16

Gathered by group, the entries above with a thiophene ring, fused or not
SMILES	BCLXL inh	GLD-1 TGE inh	MCL1-BIM inh	Fam108B inh	PME-1 inh	GRK2 inh	MEX-5 binding	Efflux pump mplx	VLA-4 inh
O=C(N/N=C/c1ccco1)c1csc2c1CCCC2	8	5	7	-2	0	0	0.4	0.0	-2
Cc1ccsc1C(=O)OCC(=O)c1cc(C)n(CC2CCCO2)c1C (stereo unspecified)	3	1	3	-2	2	0	-1.1	-0.2	-13

(listing goes on)
SMILES	BCLXL inh	GLD-1 TGE inh	MCL1-BIM inh	Fam108B inh	PME-1 inh	GRK2 inh	MEX-5 binding	Efflux pump mplx	VLA-4 inh
CC1(NC(=O)Cc2ccc(S(=O)(=O)N3CCOCC3)s2)CCS(=O)(=O)C1 (stereo unspecified)	-4	4	-1	1	-2	0	0.3	-0.1	30
CCC(CC)C(=O)Nc1cccc(C(=O)Nc2ccc(OC)cc2[N+](=O)[O-])c1	-4	-10	-4	-1	0	0	2.9	-0.1	2
O=C(CN1C(=O)S/C(=C/c2cccn2-c2ccc(O)cc2)C1=O)N1CCCC1	8	-1	1	0	5	0	1.5	-0.1	-3
CC1=C(C(N)=O)C(c2ccc(Cl)cc2Cl)n2ncnc2N1 (stereo unspecified)	3	8	11	3	1	2	0.8	-0.1	13
O=C(Nc1ccc(O)cc1)C1CCCN1S(=O)(=O)c1ccc(F)cc1 (stereo unspecified)	-1	1	-2	3	4	2	1.7	0.2	-6
O=C(NCc1n[nH]c(=S)n1-c1ccc(Br)cc1)c1cccs1	-11	6	-8	-3	-1	2	1.3	0.1	6
COC(=O)c1sc2cc([N+](=O)[O-])cc(SCC(C)C)c2c1N	20	-21	-35	2	-4	0	4.3	0.5	i
CN(Cc1ccc2nsnc2c1)Cc1nc(Cc2cccc(F)c2)no1	3	9	4	3	6	0	1.0	-0.1	11
CCCn1nnnc1NCc1ccc(CC)cc1	0	-3	2	1	-9	0	2.6	0.3	1
Oc1cccc(/C=N/NC(=S)NCCN2CCOCC2)c1O	8	-2	9	-1	-7	0	-9.0	0.0	-14
Cc1cc(/C=C(\C#N)C(=O)O)c(C)n1-c1ccc(Br)cc1	6	5	0	-2	-3	0	-0.4	0.0	5
CCCN(CCC)C(=S)NC(=O)c1ccc(-c2ccccc2)cc1	1	1	4	-2	0	0	x	0.0	-1
O=C(OCc1cc2ccccc2[nH]c1=O)c1cccnc1	0	2	3	0	-6	3	0.9	-0.1	-2
CCOC(=O)/C=c1\s/c(=C\c2sccc2C)c(=O)n1CC(=O)NCc1ccc(C)cc1	1	-8	2	-2	2	0	-3.3	0.1	2
COc1cc2ccccc2cc1C(=O)OCC(=O)N(C)c1c(N)n(Cc2ccccc2)c(=O)[nH]c1=O	-5	2	-12	-1	1	5	0.3	0.0	3
COc1ccc(NC2CCCN(C(=O)CCC3=NNC(=O)CC3)C2)cc1 (stereo unspecified)	0	5	1	4	4	3	0.7	0.1	-4
Cc1ccc(OCCCC(=O)Nc2ccc(S(=O)(=O)Nc3ccccn3)cc2)cc1	6	4	0	-3	-7	1	2.0	-0.2	18
Cc1noc(NS(=O)(=O)c2ccc(NC(=O)CSc3nnc4c(n3)[nH]c3ccccc34)cc2)c1C	16	6	12	-1	-17	4	x	0.1	-3
c1ccc2c(c1)CCN(c1nc3ccccc3n3cnnc13)C2	-1	2	-5	-4	4	0	2.4	0.3	-3
CC(C)C[C@H](NC(=O)C1CCN(S(=O)(=O)c2ccccc2)CC1)C(=O)NCc1ccncc1	2	-4	4	-2	5	3	1.3	0.0	7
CSC(=O)NC12CC3CC(CC(C)(C3)C1)C2	0	5	4	-6	0	2	1.0	0.1	15
COc1ccccc1-c1ccc(SCc2ccc(C)cc2)nn1	1	7	3	-4	-2	1	2.5	-0.2	1
CCN1CCN(c2ccc(S(=O)(=O)N3CCOCC3)cc2NC(=O)c2ccc(Cl)s2)CC1	0	-3	-4	-2	1	0	3.9	0.1	3
COC1CCN(C(=O)CC2C(=O)NCCN2CC2CCCCC2)CC1 (stereo unspecified)	19	12	12	-2	-6	0	-0.9	0.3	12
CC(C)C(C)(C#N)NC(=O)CSc1nc2scc(-c3ccc(F)cc3)c2c(=O)n1Cc1ccccc1 (stereo unspecified)	6	0	5	-9	-13	0	1.9	0.3	-12

For reference, part of the list above.
SMILES	BCLXL inh	GLD-1 TGE inh	MCL1-BIM inh	Fam108B inh	PME-1 inh	GRK2 inh	MEX-5 binding	Efflux pump mplx	VLA-4 inh
CC1(NC(=O)Cc2ccc(S(=O)(=O)N3CCOCC3)s2)CCS(=O)(=O)C1 (stereo unspecified)	-4	4	-1	1	-2	0	0.3	-0.1	30
CCC(CC)C(=O)Nc1cccc(C(=O)Nc2ccc(OC)cc2[N+](=O)[O-])c1	-4	-10	-4	-1	0	0	2.9	-0.1	2
O=C(CN1C(=O)S/C(=C/c2cccn2-c2ccc(O)cc2)C1=O)N1CCCC1	8	-1	1	0	5	0	1.5	-0.1	-3

Returning to the listing; the 4 compounds before the break are reprinted first.
SMILES	BCLXL inh	GLD-1 TGE inh	MCL1-BIM inh	Fam108B inh	PME-1 inh	GRK2 inh	MEX-5 binding	Efflux pump mplx	VLA-4 inh
COc1ccccc1-c1ccc(SCc2ccc(C)cc2)nn1	1	7	3	-4	-2	1	2.5	-0.2	1
CCN1CCN(c2ccc(S(=O)(=O)N3CCOCC3)cc2NC(=O)c2ccc(Cl)s2)CC1	0	-3	-4	-2	1	0	3.9	0.1	3
COC1CCN(C(=O)CC2C(=O)NCCN2CC2CCCCC2)CC1 (stereo unspecified)	19	12	12	-2	-6	0	-0.9	0.3	12
CC(C)C(C)(C#N)NC(=O)CSc1nc2scc(-c3ccc(F)cc3)c2c(=O)n1Cc1ccccc1 (stereo unspecified)	6	0	5	-9	-13	0	1.9	0.3	-12
CC(C)CN1C(=O)/C(=C(/C#N)C(=O)NC2CCCCC2)c2ccccc21	5	0	-5	-1	4	3	-1.1	0.1	-1
COc1ccc(N2CCN(C(=O)CCCCCn3c(=S)[nH]c4cc5c(cc4c3=O)OCO5)CC2)cc1	3	7	2	4	3	1	1.0	0.0	2
CC(C)n1c(O)c(N=Nc2ccccn2)c2ccccc21	0	1	-3	-3	2	4	-8.9	-0.1	-6
O=C(O)CN1C(=O)C(=O)N(Cc2c(F)cccc2Cl)C1=O	3	0	-8	2	-8	3	0.0	0.3	2
CCCCNC(=O)COC(=O)c1ccc(SC)cc1OC	4	7	2	5	2	0	-2.3	0.1	-133
CCCc1c(C(=O)Nc2ccc(N3CCOCC3)cc2)cnn1-c1ccccc1	1	5	0	2	2	2	0.3	-0.1	-3

3 compounds out of the list above, sorted by the value under PME-1 inh, smallest number first:
molecule | BCLXL inh | GLD-1 TGE inh | MCL1-BIM inh | PME-1 inh | GRK2 inh | MEX-5 binding | Efflux pump mplx | VLA-4 inh
O=C(O)CN1C(=O)C(=O)N(Cc2c(F)cccc2Cl)C1=O | 3 | 0 | -8 | -8 | 3 | 0.0 | 0.3 | 2
CCCCNC(=O)COC(=O)c1ccc(SC)cc1OC | 4 | 7 | 2 | 2 | 0 | -2.3 | 0.1 | -133
COc1ccc(N2CCN(C(=O)CCCCCn3c(=S)[nH]c4cc5c(cc4c3=O)OCO5)CC2)cc1 | 3 | 7 | 2 | 3 | 1 | 1.0 | 0.0 | 2
